p53 reactivation = restores transcriptional activity of mutant p53; H1299 p53-A138V BP100-luciferase reporter, luminescence, 24 h; Potency, µM (series often up to 92.2 µM), for the others: top-dose activity change, positive = activation, most hits filed as activators; 320,000 tested, 0.063% active; also: % of control where 0% means no effect; nearly all actives have a fitted effect of over 45% in size
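p53-null H1299 cells stably carrying temperature-sensitive p53-A138V and a BP100-luciferase reporter were pinned with compounds (4-point, 1:5 series) and held 24 hrs at 37 deg C. Luminescence was read 10 min after detection reagent.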
Gal4-VP16 FLuc = counter-screen for ROR gamma inhibitors: Gal4-VP16 reporter | Drosophila S2 Gal4-VP16 UAS-luciferase, luminescence, 20 h | Potency, µM (highest dose often 53.6 µM), inactives show at the highest dose activity, negative = inhibition, actives largely listed as inhibitors | 310,000 tested, 3.5% active | AID 2546;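 also: Gal4-VP16 expression switched on by copper sulfate through the metallothionein promoter; % is scaled to controls: 0 for no effect and ±100 for the full control effect; nearly all actives have a fitted effect of over 50% in size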
FLuc counter = inhibits or activates purified firefly luciferase, miR-21 counter-screen; P08659; purified FLuc, Km substrates, luminescence inhibition; Potency, µM (highest dose often 57.5 µM), inactives show at the highest dose activity change, negative = inhibition, hits mostly inhibitors; 360,000 tested, 6.9% active; AID 588342;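 also: plate controls were vehicle for no effect and reference inhibitor for full effect; nearly all actives have a fitted effect of over 55% in size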
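Biochemical qHTS of compounds, final roughly 60 µM downward over six points, against 10 nM purified firefly luciferase using Km concentrations of substrates (10 uM D-luciferin, 10 uM ATP) in Tris acetate pH 7.5 buffer; luminescence output.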
uPA surface inh = blocks generation of uPA at the cell surface | 330,000 tested, 0.31% active | Potency, µM (series often up to 38.3 µM), without a hit: top-dose activity change, negative = inhibition, hits mostly inhibitors | cell surface uPA generation assay, qHTS; active = well fitted inhibition curve with a large enough effect; inconclusive = small, poorly fitted or top-dose-only effect; inactive = no such curve, though single readings can be large or run the other way; tested in mouse RAW 264.7 cells; also: % is scaled to controls: 0 for no effect and ±100 for the full control effect; nearly all actives have a fitted effect of over 55% in size
RORg inh = inhibitors of mouse ROR gamma transcriptional activity | AID 2551 | P51450 | 310,000 tested, 5.4% active | Potency, µM (top dose mostly 53.6 µM), without a hit: at the highest dose activity change, negative = inhibition, usual class: inhibitors | Drosophila S2 Gal4-RORgamma UAS-luciferase reporter, 20 h; also: % is scaled to controls: 0 for no effect and ±100 for the full control effect; nearly all actives have a fitted effect of over 60% in size
Target sequence (P51450 whole entry, looked up, the tested form may be a part): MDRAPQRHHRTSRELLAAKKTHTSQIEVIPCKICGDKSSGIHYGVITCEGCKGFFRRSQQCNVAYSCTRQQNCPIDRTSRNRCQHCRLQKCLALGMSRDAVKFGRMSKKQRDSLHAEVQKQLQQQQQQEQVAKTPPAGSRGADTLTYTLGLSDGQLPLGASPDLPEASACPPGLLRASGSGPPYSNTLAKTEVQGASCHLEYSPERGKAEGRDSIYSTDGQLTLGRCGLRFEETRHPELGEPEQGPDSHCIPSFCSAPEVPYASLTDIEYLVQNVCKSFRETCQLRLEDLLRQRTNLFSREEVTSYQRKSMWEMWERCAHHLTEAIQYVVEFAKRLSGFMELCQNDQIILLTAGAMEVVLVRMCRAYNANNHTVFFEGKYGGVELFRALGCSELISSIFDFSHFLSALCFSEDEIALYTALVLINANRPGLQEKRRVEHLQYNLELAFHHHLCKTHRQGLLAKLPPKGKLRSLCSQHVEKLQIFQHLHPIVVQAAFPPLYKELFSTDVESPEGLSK
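Drosophila S2 cells stably expressing Gal4-DBD/mouse RORγ fusion under metallothionein promoter plus UAS-luciferase; compound 1 h, then 700 uM CuSO4 induction for 20 h at ambient temperature; inhibition read as reduced luminescence.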
BRCA1 expr act = increases BRCA1 expression. Potency, µM (series often up to 46.1 µM), for inactives: at the top dose activation, actives largely listed as activators. 380,000 tested, 1.1% active. MCF7-BRCA1-FFLuc reporter, luminescence, 48 h; response scale: scaled: vehicle 0%, 10 µM genistein 100%. AID 624202; also: nearly all actives have a fitted effect of over 80% in size; some results filed as inactive show a strong effect at the top dose
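MCF7-BRCA1-FFLuc, 2000 cells/well; 2 h attach, 37 °C/5% CO2; compound 48 h; luciferase substrate 15 min; luminescence end-point. Norm. to genistein 10 microM max activation and DMSO; concentration-response curves fitted.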
NPC1 promoter act = NPC1 promoter activation | 320,000 tested, 2.4% active | Potency, µM (series often up to 9.22 µM), without a hit: at the highest dose activation, hits mostly activators | Huh7 NPC1 promoter luciferase reporter, 24 h;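 also: % of control where 0% means no effect; nearly all actives have a fitted effect of over 60% in size; reporter is driven by a mutant NPC1 promoter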
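Luminescence read-out of NPC1 promoter-driven luciferase in stably transfected Huh7 cells; compounds delivered in DMSO and left 24 h at 37C, 5% CO2, qHTS titration format.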
MBNL1 CUG block = MBNL1-poly(CUG) RNA binding inhibition. Potency, µM (series often up to 57.5 µM), for the others: at the highest dose activity change, negative = inhibition, hits mostly inhibitors. 280,000 tested, 0.036% active. Q9NR56. TR-FRET MBNL1-His/biotin-(CUG)12 binding, 665/545 ratio; active = well fitted inhibition curve with a large enough effect in the signal ratio, with a control signal flat, not every such curve was filed as active; inconclusive = small, poorly fitted or top-dose-only effect, or effect the other way, or a change in a side signal; inactive = no such curve, though single readings can be large or run the other way; the % refers to the signal ratio; also: % is scaled to controls: 0 for no effect and ±100 for the full control effect
Target sequence (Q9NR56 whole entry, looked up): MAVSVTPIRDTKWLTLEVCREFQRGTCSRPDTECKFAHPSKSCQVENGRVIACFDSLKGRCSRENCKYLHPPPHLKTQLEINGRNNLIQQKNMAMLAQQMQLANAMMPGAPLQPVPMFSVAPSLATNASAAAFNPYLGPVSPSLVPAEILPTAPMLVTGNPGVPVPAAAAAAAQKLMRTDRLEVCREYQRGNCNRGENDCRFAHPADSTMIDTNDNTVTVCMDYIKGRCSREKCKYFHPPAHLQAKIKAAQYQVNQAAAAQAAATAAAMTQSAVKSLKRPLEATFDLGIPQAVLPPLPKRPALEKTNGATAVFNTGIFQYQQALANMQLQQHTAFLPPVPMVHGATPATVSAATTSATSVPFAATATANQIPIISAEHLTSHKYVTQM
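TR-FRET readout: Ex 340 nm, 665/545 nm emission ratio, normalized to buffer-only (basal) and MBNL1-(CUG)12 controls. Complex of MBNL1-His with Biotin-(CUG)12, compounds 92 nM–58 uM, incubated 60 min at room temperature.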
Rab9 promoter act = activators of Rab9 promoter; Huh7 Rab9 promoter-luciferase reporter, luminescence, 24 h; Potency, µM (highest dose often 9.22 µM), inactives show at the top dose activation, negative = inhibition, usual class: activators; 320,000 tested, 2.8% active; AID 485297; also: % of control where 0% means no effect; nearly all actives have a fitted effect of over 60% in size
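Promoter activation is measured as luciferase luminescence in Huh7 cells stably transfected with a Rab9 promoter–luciferase construct, following 24 h compound exposure at 37 °C and 10 min reagent incubation at ambient temperature.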
ELG1 genotoxic = inducers of genotoxicity in HEK293T ELG1-luciferase cells; HEK293T ELG1-luciferase reporter, luminescence, 16 h; Potency, µM (top dose mostly 46 µM), inactives show at the top dose activity change, positive = activation, hits mostly activators; 330,000 tested, 1.3% active; also: % of control where 0% means no effect; nearly all actives have a fitted effect of over 60% in size
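Reporter readout depends on ELG1 protein level, which increases with genetic stress. After 16 hr compound exposure at 37 °C, luciferase activity was quantified using ONE-Glo.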
Active calls of the source: *; ? = inconclusive; . = not tested or not shown; & = joins results of further samples; [ ] = dose if it differs, or a comment. Unless noted, calls follow the shape of the dose curve; as a rule, active = well fitted curve in the direction sought with a large enough effect; inconclusive = small, poorly fitted or top-dose-only effect, or another doubt; inactive = no such curve, though single readings can be large; an effect the other way counts as inactive or inconclusive. Potency is read from the fitted curve at half-maximal effect.

Each structure is followed by: RORg inh | uPA surface inh | MBNL1 CUG block | p53 reactivation | Gal4-VP16 FLuc | BRCA1 expr act | FLuc counter | NPC1 promoter act | ELG1 genotoxic | Rab9 promoter act
> O=C(Nc1ccc(N2CCCC2)c(Cl)c1)c1ccc(Br)o1
→ 34% | -3% | 5% | ? | 14% | 4µM* | 5.4µM* | 3.5µM* | ? | 2.8µM*
> CC(Oc1cccc(Br)c1)C(=O)NNC(=O)CCNC(=O)c1ccccc1Cl (stereo not given)
→ . | -2% | . | -5% | . | -19% | -1% | -3% | 2% | -6%
> CC(=O)c1cccc(NC(=S)N2CCCC2)c1
→ -4% | 3% | -3% | 0% | 9% | 4% | -2% | -2% | 2% | 5%
> COc1ccc(NC(=O)C2CCCN2C(=O)NCc2ccccc2)cc1OC (stereo not given)
→ 15% | 2% | 6% | 3% | 0% | -8% | 3% | -2% | 1% | -1%
> O=C(COc1ccccc1)Nc1ccc(S(=O)(=O)Nc2ccccn2)cc1
→ -25% | -1% | 0% | -2% | -14% | -9% | 0% | 2% | -1% | 0%
> CN(/C=C/C(=C\C=[N+](C)c1ccccc1)OCCCS(=O)(=O)[O-])c1ccccc1
→ -19% | -1% | 15% | 5% | -15% | -50% | ? | 1% | 0% | 1%
> COc1ccc(CCNC(=O)CSc2ccc(Br)cc2)cc1OC
→ -9% | 10% | . | -6% | -10% | -12% | -6% | -11% | -9% | -1%
> Cn1c(SCc2ccccc2F)nnc1-c1cnccn1
→ 17% | . | -6% | ? | 1% | ? | ? | ? | ? | 3.2µM*
> CC(C)(C)OC(=O)N1CCC(c2c(C(=O)N3CCN(C(=O)c4ccco4)CC3)cnn2-c2ccc(F)cc2F)CC1
→ -7% | 1% | -13% | -2% | -5% | 5% | 1%&-5% | -1% | 1% | -3%
> COc1ccc2c(c1OC)C(=O)N(c1ccccn1)C2
→ -22% | -13% | 6% | ? | 2% | 44% | 11µM* | 3.2µM* | 9.2µM* | 2.2µM*
> Cc1nnc(SCC(=O)N2CCCCC2)n1CC1CCCO1 (stereo not given)
→ -13% | -1% | 7% | -15% | -2% | -16% | 5% | -7% | 0% | -4%
> Cc1ccc(CNC(=O)CSCc2ccccc2)cc1
→ 9% | 8% | 3% | 6% | 1% | 71% | -29% | 2% | 5% | 2%
> CC1(C)CC(=O)C(C2c3ccccc3Oc3ccccc32)C(=O)C1
→ 22% | 5% | -11% | -3% | ? | 15% | 2% | -6% | 0% | -2%
> CCn1c(C(C)NC(=O)c2ccc(OC)c(OC)c2)nc2ccccc21 (stereo not given)
→ 1% | 0% | -4% | . | 6% | -27% | -1% | -1% | -3% | -2%
> Cn1c(NC(=O)/C=C/c2ccc(Cl)c(Cl)c2)cc(=O)n(C)c1=O
→ 45% | -1% | -7% | 20% | 2% | -1% | -19% | 28% | ? | 22%
> O=C(COc1ccc([N+](=O)[O-])cc1)Nc1ccc(C(=O)Nc2ccccc2C(=O)O)cc1
→ 14% | 21% | -4% | 2% | -1% | 14% | -19% | -2% | -2% | 0%
> COC(=O)N/N=C/c1cn(CC(C)COc2ccccc2)c2ccccc12 (stereo not given)
→ ? | -4% | -1% | -11% | -21% | -67% | -5% | 5% | -9% | 2%
> CC(=O)N1c2ccc(S(=O)(=O)NCc3ccccc3Cl)cc2CC1C (stereo not given)
→ 22% | -22% | 0% | 9% | -3% | -13%&-4% | 0%&4% | -2% | -1% | 6%
> Cc1cc(C)c(NC(=O)CN(C)CC(=O)Nc2cccc(S(=O)(=O)N(C)c3ccccc3)c2)c(C)c1
→ . | -18% | . | 2% | . | -75%[inhibitor] | . | . | -12% | .
> O=C(OCC(=O)N1CCc2ccccc21)c1ccccc1
→ -18%[10 µM] | -3% | 1% | 13% | -4% | 1% | 9.5µM* | -1% | ? | 6%
> CN(C)/C=C/C(=O)c1ccc(Br)cc1
→ 21% | 1% | 12% | 22% | -1%[10 µM] | 79% | ? | 13% | ? | ?
> Cc1ccc(C)c(N2CCN(C(=O)CN3C(=O)c4ccccc4C3=O)CC2)c1
→ ? | . | 16% | -3% | -19% | -28% | -14% | -3% | 1% | -4%
> COc1ccccc1C(=O)NCCC(=O)Nc1ccc(OC(F)(F)F)cc1
→ -2% | 5% | -2% | -4% | -11% | -44% | -1% | -5% | -2% | -2%
> COc1ccc(C(=O)NNC(=O)c2cc3cc([N+](=O)[O-])ccc3oc2=O)cc1OC
→ -12% | 2% | 23% | 14% | 0% | -1% | 7% | 2% | 0% | -1%
> COc1nc(-c2ccccc2)ccc1-c1noc(-c2cccnc2)n1
→ ? | . | 136%[activator] | 25% | -1% | 31% | ? | 27% | -4% | ?
> O=C(N/C(=C/c1ccco1)C(=O)N1CCCCCC1)c1ccccc1
→ 35% | 0% | 11% | 1% | 12% | -43% | 3% | -12% | 1% | 3%
> O=C(Nc1ccnn1C1CCN(C2CCOCC2)CC1)c1cccc(F)c1
→ -15% | -14% | -1% | 5% | -11% | -10% | 0% | -1% | 0% | -1%
> COc1cccc(-c2nc(CS(=O)CC(=O)NCCc3ccc(C)cc3)c(C)o2)c1 (stereo not given)
→ 3% | -1% | -3% | -5% | 24% | 1% | 2% | -2% | -2% | -1%
> O=C(CS(=O)CC(=O)N(CC(=O)NC1CCCC1)C1CCCC1)Nc1ccc(F)cc1 (stereo not given)
→ 16% | . | 5% | -2% | -8% | -2% | -2% | 0% | -3% | -4%
> CCN(C(=O)c1ccc(C(C)(C)C)cc1)c1nnc(Cn2nnc3ccccc32)s1
→ ? | -9% | -12% | 28% | 5.6µM* | -56% | -1% | -28% | -9% | -24%
> Cc1ccc(NC(=O)C(C)N2C(=O)c3ccccc3C2=O)nc1 (stereo not given)
→ -45% | 4% | 1% | -3% | 19%[10 µM] | -1% | 2% | 1% | -5% | 1%
> COc1ccc(N(CC(=O)NN=C2CCN(C)CC2)S(=O)(=O)c2ccccc2)c(OC)c1
→ -15% | -2% | -5% | 3% | 6% | -8% | -2% | -1% | -1% | -1%
> C#CCOCCOCCOCCNc1nc(N2CCN(C(=O)CCCCCCCCCCNC(=O)[C@H](CCCCN)n3cc(C)nn3)CC2)nc(N2CCN(C(=O)CCCCCCCCCCNC(=O)[C@H](CO)n3cc(CCCSC)nn3)CC2)n1
→ . | ? | . | 0% | . | -49% | 1% | -1% | -5% | -17%
> C=CCn1cc(C(=O)NCCCN(CC)CC)c(=O)c2cc(S(=O)(=O)N3CCC(C)CC3)ccc21
→ -13% | 9% | 1% | -7% | 4% | -7% | 0% | -1% | -1% | -2%
> O=C1ON=C(c2ccccc2)/C1=C/c1ccc(-c2ccccc2[N+](=O)[O-])o1
→ ? | -6% | 12% | -30% | 10µM* | -104%[inhibitor] | ? | -9% | -18% | -6%
> C=C(C)CN1C(=O)C(=O)N(CC(=C)C)C1=O
→ -11% | -1% | -1% | 3% | -3% | 17% | 1% | -3% | 3% | 3%
> CCCc1nn(-c2cc(Cl)ccc2OC)c2c1C(=O)CC(C)(C)C2
→ -30% | ? | -4% | -6% | -1% | -31% | 8% | 1% | -2% | -10%
> O=C1Nc2cc(C(=O)N3CCN(c4ccccn4)CC3)ccc2S/C1=C\c1ccccc1
→ ? | 0% | 5% | 7% | -10% | 5% | -24% | 0% | -3% | -4%
> Cc1ccc(S(=O)(=O)Nc2nc(C)cc(N/N=C/c3ccc(O)cc3)n2)cc1
→ -15% | 3% | 0% | -17% | -10% | -7% | 8% | 0% | -2% | 3%
> O=S(=O)(Nc1ccncc1Cl)c1cccc(Cl)c1Cl
→ 9% | 2% | . | -2% | -5% | 0% | -9% | 3% | -2% | 0%
> CCCc1nnc(NC(=O)CCC(=O)NCc2ccccc2Cl)s1
→ 1% | -3% | -9% | 3% | 9% | 22% | -2% | -1% | -1% | -3%
> COc1ccc(OCC(=O)Nc2cccc3ncccc23)cc1
→ -2% | 7% | 2% | ? | -5% | 0% | -11% | 0% | -6% | 1%
> NC(=O)c1cccc(S(=O)(=O)N2CCCCC2)c1
→ -7%[0.365 µM] | . | 3% | -5% | . | 13% | -2% | 1% | -2% | -7%
> N#Cc1ccccc1OCC(=O)Nc1ccc2c(c1)OCCO2
→ . | -3% | . | ? | . | ? | 9.5µM* | ? | ? | 1.4µM*
> O=C1NCCCc2c1oc1ccc(O)cc21
→ 20% | . | -2% | ? | ? | -13% | -16% | 8% | -6% | 4%
> Cc1nc(CCNS(=O)(=O)c2cccs2)cs1
→ 4% | 5% | -2% | -2% | 8% | -14% | 5% | 2% | 0% | -1%
> CCOC(=O)c1snc(-c2ccc(F)cc2)c1N
→ ? | . | 34%[activator] | 12% | -6% | ? | ? | ? | ? | ?
> CCOC(=O)c1cnc2ccc(C)cc2c1Sc1ccc(F)cc1
→ ? | -19% | 71%[activator] | ? | 28µM* | -3% | 24µM* | 10% | -2% | 19%

From PubChem BioAssay
